PGC1a acetyl inh = lowers PGC1a acetylation signal in U2OS cells | actives 0.17% (n = 350,000) | AID 651687 | inhibition, % at 15.6 µM | AlphaScreen anti-acetyl-lysine; with virally co-expressed GCN5 acetyltransferase;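 active = every replicate shows inhibition of at least 40%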;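 also: 0% = neutral control wells and 100% = positive control wells; some results beyond the cut were filed as inactive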
PglD DTNB = PglD (C. jejuni) enzyme inhibition. purified PglD enzyme, DTNB colorimetric CoA detection. inhibition, % at 12.5 µM. actives 0.098% (n = 360,000); in the data active = inhibition above about 16%, passing the limit was not always enough; also: strong numbers were not always called active
* = called active by the depositor. The list is partial. The share of hits here may be higher or lower than overall.

SMILES	PGC1a acetyl inh	PglD DTNB
CC(C)(C)C1C/C(=C/c2ccccn2)C(=O)/C(=C/c2ccccn2)C1 (configuration not stated)	-68	6
COc1ccc(N2C(=O)CC(N3CCOCC3)C2=O)cc1 (configuration not stated)	2	2
O=C(Nc1cccc(F)c1)C1CC(=O)N(c2ccc(Br)cc2)C1 (configuration not stated)	0	-2
Clc1cccc(-c2nc3ccc(Cl)cn3c2Cc2ccsc2)c1	4	-2
O=C(Nc1ccc(N2CCN(C(=O)c3ccco3)CC2)cc1)C(c1ccccc1)c1ccccc1	-17	-5
O=C(NC1CCCCC1)[C@H](O)[C@@H](O)C(=O)NC1CCCCC1	7	-2
CC(Sc1ccc(Br)cc1)C(N)=O (configuration not stated)	3	4
CC(N=Cc1ccccc1O)c1ccccc1 (configuration not stated)	3	-5
COc1cc(C(=S)N2CCCC2)ccc1O	-3	3
COc1cc(CNCCC2CCOC(C)(C)C2)ccc1O (configuration not stated)	-3	-3
CCOC(=O)c1ccc(NC(=O)Cn2nnc(-c3ccccc3C)n2)cc1	26	1
COc1ccc(CCNC(=S)Nc2cccc(C)c2C)cc1	-1	0
Cc1c(Nc2cc(N3CCCCCC3)c3nonc3c2[N+](=O)[O-])c(=O)n(-c2ccccc2)n1C	4	-7
O=C1CC(N2CCOCC2)C(=O)N1c1cc(Cl)cc(Cl)c1 (configuration not stated)	-4	-4
O=C(c1cnn2c(C(F)(F)F)cc(-c3ccco3)nc12)N1CCCc2ccccc21	31	-1
CN(c1ccc(C(=O)Nc2nccs2)cc1)S(=O)(=O)c1ccccc1	-10	-7
Cc1ccc(SCC(=O)NCCSC(C)(C)C)cc1	-7	-4
NC(=O)c1cc2n(n1)C(C(F)(F)F)CC(c1ccco1)N2 (configuration not stated)	-6	-5
Cc1nnc(NC(=O)Cc2cccs2)s1	8	-2
O=C(CSCc1c(Cl)cccc1Cl)Nc1ccccc1C(=O)N1CCOCC1	5	-3

Some values from the list.
CCOC(=O)c1ccc(NC(=O)Cn2nnc(-c3ccccc3C)n2)cc1 | PGC1a acetyl inh = 26
Clc1cccc(-c2nc3ccc(Cl)cn3c2Cc2ccsc2)c1 | PGC1a acetyl inh = 4
O=C(CSCc1c(Cl)cccc1Cl)Nc1ccccc1C(=O)N1CCOCC1 | PglD DTNB = -3

(cont.)
SMILES	PGC1a acetyl inh	PglD DTNB
O=C(CSc1nnc(CN2CCOCC2)n1-c1ccc(Cl)cc1)Nc1cc(Cl)ccc1O	-16	7
Cc1cc(N2CCC(C(=O)Nc3ccc(F)cc3)CC2)nc(-c2ccccc2)n1	-5	2
CCCN(CCC)C(=O)Cn1ccc(=N)c2ccccc21	8	-4
CCCCCCn1cc(C(=O)O)c(=O)c2ccccc21	8	-1
Cc1ccc(OCC2Cn3c(nc4c3c(=O)n(C)c(=O)n4C)O2)cc1 (configuration not stated)	2	1
Cc1nc(NCCCN2CCOCC2)c2oc3ccccc3c2n1	38	-7
NNc1nnc(-c2ccccc2)c(-c2ccccc2)n1	-1	-1
CCC(Sc1ncccc1C(=O)OC(C)C)C(=O)NCc1ccco1 (configuration not stated)	-4	-7
O=C(CN1CCC(n2nnc3cc(F)ccc32)CC1)NCCc1nc2ccccc2[nH]1	0	-4
CCC1CCCCN1C(=O)CSc1nnc(-c2cccs2)o1 (configuration not stated)	4	0
Cc1ccc(S(=O)(=O)Nn2c(C)ccc2C)cc1	6	-6
Cc1cc(-n2c(=O)c(C#N)cc3c(=O)n4ccccc4nc32)no1	6	1
COc1cc(NS(=O)(=O)c2ccc(-n3cccn3)cc2)cc(OC)c1	2	-2
COc1ccc(CC(=O)Nc2cc(C)on2)cc1OC	-5	-5
O=C1Nc2c(c(=O)[nH]c(=O)n2-c2ccccc2)C1(Nc1ncccn1)C(F)(F)F (configuration not stated)	2	1
CCOc1nc(C)ccc1-c1noc(C)n1	9	2
Cc1ccc(C(C(=O)NC2CCCCC2)N(CCC(C)C)C(=O)CNC(=O)c2ccco2)o1 (configuration not stated)	-11	5
CCCn1c(/N=C/c2cc(OC)ccc2O)nc2ccccc21	-5	-2
O=C1CC(c2ccc(S(=O)(=O)N3CCN(c4ccccc4)CC3)cc2)CN1 (configuration not stated)	-9	-4
Cc1cc(C(=O)CSc2nnc(N)s2)c(C)n1CCc1ccc(F)cc1	-8	6
CC(C)(C)c1ccc(C(=O)N2CCC(C(=O)NCc3ccncc3)CC2)cc1	-8	-5
O=C(CN1CCNCC1)Nc1ccc(Oc2ccccc2)cc1	14	0
COc1nc2c(C)cccc2cc1-c1noc(-c2ccco2)n1	12	0
O=C1C(c2ccccc2)SC(=Nc2ccccc2)N1S(=O)(=O)c1ccccc1 (configuration not stated)	-20	0
O=C(COc1ncnc2ccc(Br)cc12)N1CCOCC1	-6	4
Cc1cccc(CS(=O)(=O)Cc2ccc(C(=O)O)o2)c1	7	4
CCCC1C(C(=O)OCC)=C(C)NC(C)=C1C(=O)OCC	2	-2
c1ccc2c(c1)ncn2CCOCCOCCn1cnc2ccccc21	10	-3
O=C(CN1CCCCC1)N1c2ccccc2Oc2ccccc21	46	3
O=C(O)c1ccc2[nH]c3c(c2c1)CSCC3	7	1
O=C(NCc1ccccc1)N(Cc1cc2cc3c(cc2[nH]c1=O)OCCO3)CC1CCCO1 (configuration not stated)	-2	-2
CCn1c(Cc2ccccc2)nnc1SCC(=O)Nc1ccc2c(c1)OCCO2	-1	1
O=C(Nc1ccn(-c2ccccc2)n1)c1ccc(S(=O)(=O)N2CCCCCC2)cc1	-10	-1
COc1ccc(/C=N/NC(=O)c2nn(-c3ccc(Cl)cc3)c(=O)c3c(N)scc23)cc1	12	-1
Cc1cnn(-c2cc(Oc3ccccc3)ncn2)c1	22	-5
CC1(C)SC(=S)N(Cc2ccc3c(c2)OCO3)C1N(O)C(=O)NC1CCCCC1 (configuration not stated)	-41	-4
COC(=O)c1ccc(CSc2ccc3nnc(-c4ccccc4)n3n2)o1	4	-3
O=C(O)c1cnn2c(C(F)F)cc(C3CC3)nc12	3	4
CCCCNC(=O)C1CCCN(S(=O)(=O)c2ccc(-n3cnnn3)cc2)C1 (configuration not stated)	8	-6
CCn1c(-c2cc(Cl)ccc2OC)n[nH]c1=S	1	1
CN(C(=O)c1ccncc1)c1nnc(-c2ccncc2)s1	0	0
CCOc1cc(/C=C2\C(=O)N(c3ccc(C(N)=O)cc3)N=C2C)ccc1OC(=O)c1cccs1	9	0
Cc1ccc(CCN2CC(C(=O)NCc3ccco3)CC2=O)cc1 (configuration not stated)	7	-4
O=C(CSc1ccc(Cl)cc1)N1CCN(c2c(Cl)cccc2[N+](=O)[O-])CC1	-1	0
CCC(C(=O)c1ccccc1)N(C(=O)c1ccccc1Cl)N1C(=O)C2C3C=CC(C3)C2C1=O (configuration not stated)	-16	0
CCc1cc2c(=O)[nH]c(Cc3ccc(Cl)cc3)nc2s1	-2	-4
N#CC1=C(N2CCCCC2)c2cc3c(n2C1=O)CCCC3	5	6
CCc1ccc(OCC(=O)NC(NC(=S)Nc2ccc(C)cc2C)C(Cl)(Cl)Cl)cc1 (configuration not stated)	-4	-5
O=C(N/N=C/c1ccsc1)c1cc(O)cc(O)c1	4	0
CCCCn1c(=O)[nH]c(=O)c2c1nc(-c1ccc(C#N)cc1)n2C1CCCC1	2	-4
COC(=O)C1=CN(CCCN2CCCC2=O)C=C(C(=O)OC)C1c1ccccc1C(F)(F)F	1	-14
CCCOc1cccc(C2/C(=C(/O)c3ccc(OC)cc3)C(=O)C(=O)N2CCN(C)C)c1 (configuration not stated)	-1	-1
COc1ccc(C(=O)NCC(=O)Nc2ccccc2)cc1OC	-6	3
CC(NC(=O)Cc1cccs1)C(c1cccs1)N1CCOCC1 (configuration not stated)	-10	8
CCOc1cc(C(=O)N2CCOCC2)ccc1OCc1ccccc1	6	1
COc1cc(S(=O)(=O)NCC2COCCO2)ccc1-n1cnnn1 (configuration not stated)	4	-6
CCOC(=O)C1=C(C)N=c2s/c(=C/c3ccccc3)c(=O)n2C1c1ccc(OC)c(OC)c1 (configuration not stated)	-5	-2
C[n+]1ccc(/C=C/c2ccc(Br)cc2)cc1	5	10
CCOC(=O)CSc1nnc(Cn2nnc(-c3ccccc3)n2)n1CC	-3	7
CCCCCCc1nc(C(N)=O)c2[nH]c(=O)n(-c3ccccc3F)c2n1	-7	0

Three compounds already listed, sorted by their value in PGC1a acetyl inh, highest first:
SMILES	PGC1a acetyl inh	PglD DTNB
O=C(N/N=C/c1ccsc1)c1cc(O)cc(O)c1	4	0
CCOC(=O)CSc1nnc(Cn2nnc(-c3ccccc3)n2)n1CC	-3	7
CCC(C(=O)c1ccccc1)N(C(=O)c1ccccc1Cl)N1C(=O)C2C3C=CC(C3)C2C1=O (configuration not stated)	-16	0

Further structures:
SMILES	PGC1a acetyl inh	PglD DTNB
CCN(Cc1ccccc1)C(c1ccncc1)c1nnnn1C(C)(C)C (configuration not stated)	-4	-2
COc1ccc(NC(=O)c2ccc(CN3CCN(c4ccccc4)CC3)cc2)cc1OC	-8	-3
O=C(CNC(=O)c1cccs1)NCCN1CCN(Cc2ccccc2)CC1	3	5
O=C(c1cc(-c2ccc(Cl)cc2Cl)on1)N1CCN(C(=O)c2ccco2)CC1	12	4
CCOC(=O)c1cnc(-c2ccccc2)nc1Oc1ccc(C)cc1	7	-5
O=C(c1cc(=O)[nH]c2ccccc12)N1CCN(S(=O)(=O)c2ccc3ccccc3c2)CC1	-12	-2
CN1C(=O)N(C)C2C1NC(=O)N2C (configuration not stated)	6	0
Cn1c(=O)n(CCOc2ccccc2Cl)c2ccccc21	-15	0
CCC1Oc2ccccc2N(Cc2ccccc2C)C1=O (configuration not stated)	-4	4
CCOc1ccc(NC(=O)CN(Cc2ccccc2)S(C)(=O)=O)cc1	-4	-7
Cn1c(=NC(=O)CSCC(=O)N2CCOCC2)sc2ccccc21	-7	7
CCCn1nnnc1SCC(=O)NCc1ccc2c(c1)OCO2	8	-7
Nc1ccc2oc(=O)c3ccccc3c2c1	13	-1
Cc1ccc(NC(=O)CSCC#N)cc1	-7	2
CCOC(=O)C1CCCN(C(=O)C2CCN(S(=O)(=O)c3cnc[nH]3)CC2)C1 (configuration not stated)	1	-2
Cc1nn(C)c(C)c1S(=O)(=O)Nc1ccc2c(c1)OCO2	-4	-2
COc1ccc(OC)c(C2C3=C(CCCC3=O)NC3=C2C(=O)CCC3)c1	-10	1
O=C(O)c1cccc(NS(=O)(=O)c2ccc3nnn(O)c3c2)c1	3	0
CNC(=O)C(C)NS(=O)(=O)c1ccc(F)cc1 (configuration not stated)	2	1
O=C1CC(N2CCC(O)(c3ccc(Cl)cc3)CC2)C(=O)N1 (configuration not stated)	-8	-11
COc1ccc(S(=O)(=O)n2nc(OC(=O)c3ccco3)cc2N)cc1	-5	-3
Cc1cc(C)n(Cc2ccccc2Cl)n1	-4	-8
O=C(O)c1ccccc1S(=O)(=O)Cc1ccccc1	26	1
COC(=O)COn1c(SCC(=O)OC)nc2ccccc2c1=O	-7	1
CC(C)(C)C#CCn1c(/C=[N+](\[O-])C2CCCCC2)nc2ccccc21	-5	1
CC(=O)Nc1cc(NC(=O)CCCC(=O)O)ccc1Cl	3	-2
Cc1nn(C(C)(C)C)c(OC(=O)c2ccc3c(c2)OCO3)c1S(=O)(=O)c1ccccc1	0	-3
O=C1C2C3C=CC(C3)C2C(=O)N1c1nc2ccccc2s1 (configuration not stated)	12	2
CC(c1nnc(SCC(=O)N2CCc3ccccc32)n1-c1ccc(Cl)cc1)N(C)C (configuration not stated)	-2	-8
N#CCCSCc1ccc(OCC(=O)O)cc1	-3	7
O=C(CN1C(=O)c2ccccc2C1=O)OC(C(=O)c1ccc(Cl)cc1)c1ccccc1 (configuration not stated)	1	-1
CCOC(=O)COc1c(OC)cc(Cl)cc1C1Nc2ccccc2C(=O)N1c1ccc(F)cc1 (configuration not stated)	21	2
COc1ccc(C(C(C(=O)c2ccco2)N2CCOCC2)N2CCOCC2)cc1 (configuration not stated)	3	-6
COCCN1C(=O)C(=O)/C(=C(/O)c2ccc(S(=O)(=O)N3CCOCC3)cc2)C1c1ccc(O)c(OC)c1 (configuration not stated)	3	2
CCCCN(CCCC)C(=O)CCS(=O)(=O)c1ccc2c(c1)n(C)c(=O)c(=O)n2C	4	-2
CCOC(=O)c1ccc(NC(=O)CSc2nnc(C3CC3)n2CC)cc1	-2	10
COc1ccc(C(c2nnnn2CC2CCCO2)N2CCN(c3cccc(C)c3C)CC2)cc1 (configuration not stated)	-15	-1
Cc1ccc(NC(=O)C2(c3ccccc3)CCCC2)nc1	-7	-2
COCCCn1c2nc3ccccc3nc2c2c(=O)n(CC3CCCO3)cnc21 (configuration not stated)	0	0
CCCCn1c(SCC(=O)NC(=O)NCc2ccco2)nc2cc(S(N)(=O)=O)ccc21	-2	-1
Cc1ccc(C)c(OCc2nc(-c3cccnc3)no2)c1	-8	-1

In the list so far, 14 contain a furan ring, fused or not:
SMILES	PGC1a acetyl inh	PglD DTNB
O=C(Nc1ccc(N2CCN(C(=O)c3ccco3)CC2)cc1)C(c1ccccc1)c1ccccc1	-17	-5
O=C(c1cnn2c(C(F)(F)F)cc(-c3ccco3)nc12)N1CCCc2ccccc21	31	-1
NC(=O)c1cc2n(n1)C(C(F)(F)F)CC(c1ccco1)N2 (configuration not stated)	-6	-5
Cc1nc(NCCCN2CCOCC2)c2oc3ccccc3c2n1	38	-7
CCC(Sc1ncccc1C(=O)OC(C)C)C(=O)NCc1ccco1 (configuration not stated)	-4	-7
Cc1ccc(C(C(=O)NC2CCCCC2)N(CCC(C)C)C(=O)CNC(=O)c2ccco2)o1 (configuration not stated)	-11	5
COc1nc2c(C)cccc2cc1-c1noc(-c2ccco2)n1	12	0
Cc1cccc(CS(=O)(=O)Cc2ccc(C(=O)O)o2)c1	7	4
COC(=O)c1ccc(CSc2ccc3nnc(-c4ccccc4)n3n2)o1	4	-3
Cc1ccc(CCN2CC(C(=O)NCc3ccco3)CC2=O)cc1 (configuration not stated)	7	-4
O=C(c1cc(-c2ccc(Cl)cc2Cl)on1)N1CCN(C(=O)c2ccco2)CC1	12	4
COc1ccc(S(=O)(=O)n2nc(OC(=O)c3ccco3)cc2N)cc1	-5	-3
COc1ccc(C(C(C(=O)c2ccco2)N2CCOCC2)N2CCOCC2)cc1 (configuration not stated)	3	-6
CCCCn1c(SCC(=O)NC(=O)NCc2ccco2)nc2cc(S(N)(=O)=O)ccc21	-2	-1

High-throughput results deposited in PubChem by Broad Institute.
